L929 necroptosis: inhibitors of zVAD-triggered necroptosis, primary screen, L929 cells; actives 0.38% (n = 220,000); viability rescue, % at 10 µM; AID 1377, 2008; L929 zVAD necroptosis rescue, ATP luminescence, 24 h; with zVAD 60 µM;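 active = activation, scaled between plate controls, above about 75%, limit read from the data; inactive = activation under that limit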;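 also: 0% = zVAD with DMSO and 100% = DMSO alone without zVAD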
Mdm2 ligase inh: MDM2-luciferase reporter signal enhancers, primary screen, MDM2 E3 ligase inhibitor project, cell-based, luminescence, 1536-well | E3 ubiquitin-protein ligase Mdm2 (Homo sapiens), Q00987 | cell-based MDM2 ubiquitination luciferase reporter, 2 h; 0 = plate control, 100 = twice control, blank-subtracted | signal enhancement, % at 5 µM | actives 0.11% (n = 210,000) | AID 1230, 2008;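 active = signal enhancement of 30% or more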;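 also: luminescence tracks abundance of the self-degrading MDM2-luciferase fusion protein; higher signal means inhibition of MDM2 E3 ligase activity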
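system = mammalian cells stably expressing self-ubiquitinating, self-degrading MDM2 E3–luciferase fusion | quantity = 2000 cells per well seeded | incubation = 4 h cell settling then 2 h compound exposure, 37 °C | signal = SteadyLite luminescence, 15 min reagent step | benchmarks = plate control and blank wells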
p47phox inh: p47phox/p22phox peptide binding inhibitors, primary screen, biochemical, uHTS, NADPH oxidase regulatory subunit | actives 0.53% (n = 220,000) | inhibition, % at 24.7 µM | fluorescence polarization, 2 h | Neutrophil cytosol factor 1 (Homo sapiens), P14598;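 active = inhibition above about 30%, limit read from the data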;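 also: 0% = p47phox with labelled peptide and 100% = labelled peptide alone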
EBV gp42 block: Epstein-Barr virus gp42 inhibitors, primary screen, biochemical, uHTS, fluorescence polarization; Glycoprotein 42 (Epstein-Barr virus (strain AG876)), Q1HVG2; Fluorescence polarization binding assay, mP read-out; inhibition, % (tested at 21.74 µM); actives 0.42% (n = 220,000); in the data active = inhibition above about 50%
Runt-CBFb FRET: inhibitors of RUNX1 Runt–CBFb binding, primary screen, biochemical, FRET, Cerulean-Runt, Venus-CBFb, uHTS; inhibition, % at 20 µM; actives 0.46% (n = 220,000); Cerulean-Runt/Venus-CBFb FRET ratio 530/480, 1 h;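 active = inhibition over about 50% at 20 µM in the single-dose screen, limit read from the data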;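 also: 0% = DMSO wells and 100% = excess unlabeled CBFb competitor control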
Target sequence (Q01196 whole entry, looked up): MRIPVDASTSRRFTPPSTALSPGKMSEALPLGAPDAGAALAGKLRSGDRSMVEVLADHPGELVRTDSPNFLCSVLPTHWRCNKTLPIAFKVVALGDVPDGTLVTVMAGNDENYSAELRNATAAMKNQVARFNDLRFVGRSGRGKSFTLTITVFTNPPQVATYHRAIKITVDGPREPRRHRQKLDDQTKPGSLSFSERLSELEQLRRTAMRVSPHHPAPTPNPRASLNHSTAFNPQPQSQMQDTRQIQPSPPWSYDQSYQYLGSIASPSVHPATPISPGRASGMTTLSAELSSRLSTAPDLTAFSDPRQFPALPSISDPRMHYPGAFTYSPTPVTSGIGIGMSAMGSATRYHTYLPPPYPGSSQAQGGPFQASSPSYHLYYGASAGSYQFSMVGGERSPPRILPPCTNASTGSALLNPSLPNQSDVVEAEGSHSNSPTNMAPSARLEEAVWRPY
Target sequence (Q13951 whole entry, looked up): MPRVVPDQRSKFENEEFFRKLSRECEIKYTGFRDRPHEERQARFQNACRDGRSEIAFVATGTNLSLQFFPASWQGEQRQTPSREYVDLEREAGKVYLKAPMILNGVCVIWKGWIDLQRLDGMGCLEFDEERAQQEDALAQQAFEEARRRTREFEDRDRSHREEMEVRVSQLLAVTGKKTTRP
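Assay system: Cerulean-Runt domain / Medium: Tris 50 mM pH 7.5, KCl, K2SO4, 0.01% BSA / Timing: protein complex preformed 1 h, compound exposure 1 h, room temperature, dark / Measured by: FRET, excitation 422 nm, emission at 530 and 480 nm / Evaluation: loss of energy transfer signal / Control set: 5 µM unlabeled CBFb as full-inhibition high control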
Runt-SMMHC FRET: inhibitors of RUNX1 Runt–CBFb-SMMHC binding, primary screen, biochemical, FRET, Cerulean-Runt, Venus-CBFb-SMMHC, uHTS; Runt-related transcription factor 1 (Homo sapiens) + Core-binding factor subunit beta …; AID 1434, 2008; actives 0.74% (n = 220,000); Cerulean-Runt/Venus-CBFb-SMMHC FRET ratio 530/480, 1 h; inhibition, % at 20 µM;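 active = mean inhibition across duplicate retests at 20 µM reaching about 50%, limit read from the data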;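 also: 0% = DMSO wells and 100% = wells with excess untagged CBFb-SMMHC; inhibitors lower the FRET ratio by blocking Runt binding to CBFb-SMMHC; some results filed as inactive read as strong as hits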
Tb hexokinase: Trypanosoma brucei hexokinase 1 inhibitors, primary screen, biochemical, G6PDH-coupled NADH absorbance, MLSCN library; hexokinase 1 [Trypanosoma brucei]; recombinant TbHK1, G6PDH-coupled NADH A340; inhibition, % at 10 µM; actives 0.11% (n = 220,000); AID 1430, 2008;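 active = inhibition of 50% or more in the single-dose primary screen; inactive = inhibition below 50%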
Hck Nef HTS: inhibitors of Nef-activated human Hck kinase, primary screen, biochemical, Z-Lyte FRET, 384-well, Hck-YEEI; AID 463187, 2010; Recombinant Hck-YEEI plus Nef, Z-Lyte FRET kinase assay; Tyrosine-protein kinase HCK (Homo sapiens), P08631; inhibition, % at 20 µM; actives 0.68% (n = 220,000);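 active = Hck-Nef kinase inhibition above about 50%, limit read from the data; inactive = inhibition below that limit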;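 also: 0% = DMSO with Hck plus Nef and 100% = Hck alone without Nef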
14-3-3 Bad inh: inhibitors of 14-3-3 zeta/Bad binding, primary screen, biochemical, TR-FRET, bovine 14-3-3 zeta; TR-FRET 14-3-3zeta/Dy647-pBad peptide displacement, 1 h; inhibition, % at 21.7 µM; actives 0.71% (n = 220,000);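 active = inhibition above about 70%, limit read from the data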;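 also: 0% = full 14-3-3 plus peptide FRET controls and 100% = background without 14-3-3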
Target sequence (P63103 whole entry, looked up): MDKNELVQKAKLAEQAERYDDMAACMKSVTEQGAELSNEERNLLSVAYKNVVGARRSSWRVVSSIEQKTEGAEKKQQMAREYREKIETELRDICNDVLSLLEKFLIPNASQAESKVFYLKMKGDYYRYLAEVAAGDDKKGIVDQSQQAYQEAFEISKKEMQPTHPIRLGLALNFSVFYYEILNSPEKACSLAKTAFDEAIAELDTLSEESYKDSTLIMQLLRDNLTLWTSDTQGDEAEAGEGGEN
An asterisk follows results filed as active; · = no result given; [ ] = dose if it differs, or a comment.

cpd | Compound | L929 necroptosis | Mdm2 ligase inh | p47phox inh | EBV gp42 block | Runt-CBFb FRET | Runt-SMMHC FRET | Tb hexokinase | Hck Nef HTS | 14-3-3 Bad inh
1 | O=c1ccc(NS(=O)(=O)c2ccccc2)cn1Cc1ccc(Cl)c(Cl)c1 | -0.2 | -33 | 0 | -5 | 3 | -5 | -4 | 0 | 1[fluorescence artefact?]
2 | C/C(N)=C(/C#N)C(=O)COC(=O)c1cccc(O)c1 | -0.3 | -6 | -3 | -16 | 1 | 0 | 7 | 15 | 2
3 | Cc1ccc(C(=O)NN2CC(O)=C(c3nc(-c4cccc([N+](=O)[O-])c4)cs3)C2=N)cc1 | 3.1 | -16 | 22 | -8 | -4 | -6 | -8 | 15 | 46
4 | O=c1[nH]c(Cc2ccc(Cl)cc2)nc2ccccc12 | -0.1 | 2 | -5 | 0 | -1 | -1 | -7 | -1 | -6
5 | O=C(COC(=O)c1c2c(nc3ccccc13)CCN(Cc1ccccc1)C2)Nc1c(F)cccc1F | 2.3 | -20 | -40 | -27 | -9 | -12 | 4 | 5 | 1
6 | C[n+]1ccc(/C=C/c2c[nH]c3ccccc23)cc1 | -1.6 | 7 | -36 | -116 | -247 | -207 | -4 | -82 | 26[fluorescence artefact?]
7 | Cc1nn(-c2ccccc2)c2sc(C(=O)N(Cc3ccco3)C(C)C(=O)NC(C)(C)C)cc12 (centres undefined) | -0.2 | -18 | -15 | -4 | -2 | -1 | 19 | 4 | 1
8 | Cc1ccc(-c2nn(-c3ccccc3)cc2/C=C(\C#N)C(=O)NCc2ccccc2)cc1 | 0.5 | 0 | -8 | -9 | 2 | 4 | 9 | 13 | -6
9 | O=C(NCCC1=CCCCC1)C1CCCN(c2nc3ccccc3o2)C1 (centres undefined) | 1.4 | -4 | -1 | -5 | -6 | -4 | -1 | 0 | -14
10 | CSc1ccccc1C(=O)NCc1ccccc1C | 1.0 | -33 | -12 | -3 | -1 | 2 | 1 | -15 | 15
11 | COc1cccc(NC(=O)c2cc(C(=O)Nc3cccc(OC)c3)n(C)n2)c1 | 1.5 | -15 | -19 | -9 | 0 | -1 | 1 | -8 | -7
12 | COCCn1c(SCc2nc3ccccc3c(=O)[nH]2)nc2ccccc2c1=O | -0.6 | -9 | 2 | -8 | 0 | 3 | 0 | 18 | 1
13 | COc1ccc(-c2csc(-c3ccccc3)n2)c(OC)c1 | -1.4 | -18 | -9 | 8 | 0 | 0 | 4 | -8 | -4
14 | Cc1ccc(S(=O)(=O)Nc2ccc(-c3cn4ccc(C)cc4n3)cc2)cc1 | 0.2 | -8 | -39 | -10 | -1 | 0 | -15 | 0 | -3[fluorescence artefact?]
15 | O=S(=O)(Cc1ccccc1Cl)N1CCCCC1 | -0.2 | -7 | -8 | -10 | -1 | -2 | -2 | 0 | 0
16 | Cc1ccc(-c2csc(NC(=O)Cn3cnc4c3c(=O)n(C)c(=O)n4C)n2)cc1C | -0.4 | -5 | -28 | -35 | 2 | -7 | -12 | 6 | 4
17 | Cc1nnsc1C(=O)N/N=C/c1ccc(OC(F)(F)F)cc1 | -0.4 | -28 | 0 | -21 | -1 | 1 | -8 | 20 | 19
18 | COc1ccc(C2CC(=O)C(C=NCCN3CCNCC3)=C(O)C2)cc1OC (centres undefined) | -0.2 | -4 | -3 | 8 | -2 | 0 | 1 | -2 | -13
19 | CCCP(=O)(CC(=O)N(CC)CC)c1ccccc1 (centres undefined) | 0.0 | -1 | -2 | -15 | 0 | 1 | 5 | 0 | -12[fluorescence artefact?]
20 | O=C(Cc1ccccc1[N+](=O)[O-])NCc1ccncc1 | 0.5 | · | -12 | -10 | 1 | 1 | -4 | 1 | 0
21 | CCC(C)NC(=O)CNC(=S)N(Cc1ccccc1)Cc1cccnc1 (centres undefined) | 0.3 | -10 | -11 | -3 | 1 | 4 | 30 | 0 | 9
22 | O=C(CSc1nc(-c2ccccc2)c(-c2ccccc2)o1)NC1CCS(=O)(=O)C1 (centres undefined) | -0.6 | -10 | -10 | 5 | -8 | -1 | 1 | 3 | 0
23 | OCCN(Cc1ccccc1)C(=S)Nc1ccc(Cl)cc1Cl | -0.6 | 2 | · | 2 | 1 | -2 | -12 | 4 | -3
24 | CCCCC(=O)Nc1sc(C(=O)N(CC)CC)c(C)c1C(=O)OC | -0.4 | 4 | 5 | -13 | 39 | 10 | 2 | 2 | 13
25 | COc1cc(OC)cc(C(=O)NNC(=O)c2cc3c(s2)CCCC3)c1 | -0.2 | -2 | -5 | -4 | 2 | -2 | -15 | 1 | -7
26 | Cc1cc2cc(CNC(=O)Nc3ccc(Cl)c(Cl)c3)ccc2n1C | 1.2 | -10 | -27 | -19 | -4 | -30 | -3 | 8 | 5
27 | COc1ccc(NC(=O)C(=O)NNC(=O)c2cccs2)c(OC)c1 | -0.4 | -15 | -8 | -19 | -2 | -2 | -23 | 0 | 10
28 | Cc1c(N/N=C(\C#N)C(=O)c2ccccc2)c(=O)n(-c2ccccc2)n1C | 5.3 | -3 | -15 | -8 | -21 | -52 | 47 | 2 | -2[fluorescence artefact?]
29 | OCc1c(Cl)nc2ccccn12 | -1.1 | -17 | -5 | -3 | 0 | 0 | 8 | -43 | 5
30 | O=C(COC(=O)c1cccs1)Nc1nc(-c2ccccc2)cs1 | 0.9 | -7 | -8 | -28 | 2 | 2 | -5 | -1 | 3[fluorescence artefact?]
31 | CCN(CC)C(=S)Sc1c(-c2ccccc2)c2cc(Cl)ccc2[nH]c1=O | 0.7 | -4 | -9 | -1 | 27 | 46 | -15 | -2 | -16
32 | CCN(CC)CC#CC(OC)(c1ccccc1)c1ccccc1 | -1.1 | 1 | -3 | -8 | 0 | 2 | -4 | 25 | -13
33 | Cc1ccsc1C1NC(=O)c2c(sc3c2CCCC3)N1 (centres undefined) | 5.4 | -4 | -3 | -11 | 11 | 16 | -1 | 6 | 13[fluorescence artefact?]
34 | COC(=O)c1c(C)nc2ccccc2c1-c1ccccc1 | -0.1 | -16 | -7 | -8 | 0 | 0 | -7 | 4 | -4
35 | Cc1nn(Cc2ccc([N+](=O)[O-])cc2)c(=O)n1N(C)c1ncc(C(F)(F)F)cc1Cl | 0.0 | -15 | -11 | 5 | 1 | 10 | -10 | -1 | 11
36 | S=C(Nc1ccccc1)N1CCN(c2ccccn2)CC1 | 2.3 | -12 | 2 | 7 | -1 | -2 | 1 | 24 | -10
37 | Cn1c(C(=O)O)ccc1S(=O)(=O)N1CCCCCC1 | 0.6 | -10 | -9 | -8 | 0 | 4 | -6 | 9 | 1
38 | Cc1ccsc1/C=N/NC(=O)c1ccc(-n2cccc2)cc1 | -1.5 | 0 | -3 | -11 | -2 | -4 | -2 | 16 | -2
39 | O=C1CC(c2ccc(Cl)cc2)CC(O)=C1C=NCCN1CCNCC1 (centres undefined) | 0.0 | -33 | -26 | 12 | 1 | 1 | -3 | -7 | -4[fluorescence artefact?]
40 | CCOC(=O)C(NC(C)=O)C(=O)Nc1ccc(OC)cc1 (centres undefined) | 1.7 | -13 | -27 | 0 | 0 | 0 | -7 | 24 | 5
41 | COCCN(C(=O)Cc1cccs1)C(C(=O)NC1CCCC1)c1ccc(OC)c(OC)c1 (centres undefined) | 0.5 | 6 | 2 | -15 | 4 | -2 | 0 | 19 | -9
42 | COc1ccc(OCCNc2cc(N3CCCCC3)ccc2[N+](=O)[O-])cc1 | -0.1 | -3 | -12 | -17 | · | -12 | 0 | 0 | -6
43 | NNC(=O)CCn1nnc2ccccc21 | -0.9 | -4 | -5 | -9 | -1 | -7 | -12 | -11 | -1
44 | CCOC(=O)C1CCN(c2c([N+](=O)[O-])c(C(Cl)Cl)nn2-c2ccccc2)CC1 | -0.3 | 4 | -4 | 7 | -1 | 36 | 6 | 0 | -3
45 | O=C1NNC(c2ccccc2)=N/C1=C\c1ccccc1Cl | 0.5 | -7 | 1 | -9 | 1 | -7 | -13 | 4 | 3
46 | O=C1CC2(CCCC2)CC(=O)N1CCCCN1CCN(c2ncccn2)CC1 | 0.4 | · | 0 | -12 | 0 | 2 | -5 | -2 | 9
47 | Cc1ccc(OC(=O)Cn2c(C(F)(F)F)nc3ccccc32)cc1 | 0.9 | -16 | -14 | 1 | -2 | 5 | -4 | -1 | 10
48 | COc1ccc(/C=N/NC(=O)c2cccc(Br)c2)cc1CN1CCOCC1 | 2.5 | -5 | -5 | -22 | -1 | -4 | -37 | 15 | -2
49 | CCCN(CCC)S(=O)(=O)c1ccc(C(=O)Nc2nnc(-c3cccc(OC)c3)o2)cc1 | -0.6 | 1 | -3 | -2 | -4 | 2 | 46 | 0 | -11[fluorescence artefact?]
50 | CCOc1ccccc1NC(=S)N1CCC(NC(=O)C(C)(C)C)CC1 | 1.6 | -6 | 1 | 4 | -2 | -2 | 4 | 30 | 3
51 | COc1cc(S(=O)(=O)N2CCN(C(=O)c3ccccc3)CC2)c(OC)cc1Br | 0.9 | -6 | -2 | -13 | · | · | -2 | 12 | -11
52 | COCC(=O)Nc1nc(-c2ccc([N+](=O)[O-])cc2)cs1 | -0.2 | -13 | -7 | -5 | -13 | -37 | -12 | 7 | -20
53 | Nc1c(C(=O)NCc2ccco2)c2nc3ccccc3nc2n1CCc1ccc(F)cc1 | -0.4 | -7 | -27 | 0 | 3 | 21 | -17 | 36 | -1
54 | CN(C(=O)CSc1nnc(-c2ccncc2)n1Cc1ccccc1)C1CCS(=O)(=O)C1 (centres undefined) | 2.4 | -20 | -5 | -11 | -2 | 2 | 4 | 18 | -18
55 | COCCCn1cc(C(=O)c2cc(OC)ccc2OCC(=O)Nc2cc(C)on2)cc(C#N)c1=O | 0.0 | -9 | -19 | 6 | 1 | 3 | -23 | 2 | 5
56 | Cc1ccc(C)c(NC(=O)C2CCCN2S(=O)(=O)c2ccc3c(c2)n(C)c(=O)c(=O)n3C)c1 (centres undefined) | · | · | -9 | -14 | 1 | 1 | -2 | -2 | -3[fluorescence artefact?]
57 | Cc1cc(C)nc(NC(=O)C(C)C)n1 | 0.9 | -22 | -11 | -19 | 0 | -2 | 4 | 1 | -1
